S100A4 inh HTS = blocks human S100A4 binding to myosin IIA peptide. P26447. S100A4/TAMRA-MyoIIA peptide fluorescence polarization. inhibition, % at 10.7 µM. 360,000 compounds, 0.14% hits. AID 652163;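 active means mean inhibition of at least 70% across replicates, with every replicate also reaching that level; inconclusive means mean inhibition reaches 70% but some replicates fall short; inactive means mean inhibition below 70%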
Target sequence (P26447 whole entry, looked up): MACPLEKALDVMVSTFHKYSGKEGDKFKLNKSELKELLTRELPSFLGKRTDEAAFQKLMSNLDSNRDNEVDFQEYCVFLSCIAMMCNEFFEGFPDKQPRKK
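Test system: S100A4 monomer protein; Medium: HEPES pH 7.2 with CaCl2, KCl, NaCl, DTT, Triton; Probe or stimulus: TAMRA-labelled myosin IIA heavy-chain peptide probe, 5 nM; Doses: one dose per compound; Times: polarization read 5 min after assay mix addition, stable 5–60 min; Benchmarks: neutral control DMSO, positive control TFP.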
C2C12 statin = suppression of simvastatin myotoxicity; C2C12 myotubes + simvastatin, ATP luminescence, 48 h; scaled: DMSO 0, geranylgeraniol control 100; rescue of ATP level, % at 7.49 µM; 330,000 compounds, 0.78% hits;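 active means mean ATP rescue above about 67%, or every replicate alone reaching that limit, limit read from the data, passing the limit was not always enough; inconclusive means no clear call, values can overlap the other calls; inactive means mean under the limit and some replicate under it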;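 further: myotubes were challenged with 10 µM simvastatin during compound exposure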
esBAF inh = SWI/SNF esBAF complex inhibition; mouse ES cells, Bmi1-luciferase knock-in reporter, 24 h; 100% = twice the neutral-well signal; AID 602393; reporter increase, % at 12.5 µM; 350,000 compounds, 2% hits; in the data active means activation above about 40%; inconclusive means no clear call, values can overlap the other calls;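 further: 0% = median of the plate's neutral control wells and 100% = double that signal; a rise in the Bmi1 reporter signal indicates esBAF inhibition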
LGR2 inh = blocks bursicon-induced cAMP signaling via Drosophila LGR2; HEK293 LGR2, CRE-luciferase, bursicon-stimulated, 4 h; inhibition, % at 9.99 µM; 380,000 compounds, 0.35% hits;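 active means drop in luminescence signal, shown as inhibition above about 50% in the replicate tests, limit read from the data, passing the limit was not always enough; inconclusive means probably only some replicates passing the limit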;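 further: agonist challenge used bursicon conditioned medium at about half maximal strength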
FN deposition inh = fibronectin deposition inhibition. 350,000 compounds, 0.086% hits. AH1F fibroblasts, Alexa488-fibronectin deposition fluorescence, overnight. inhibition, % at 12.6 µM;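 active means mean inhibition across replicates of 30% or more, regardless of how many single replicates reach that level; inconclusive means mean under 30% yet at least half of replicates reach 30%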;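 further: positive control wells lacked labelled fibronectin entirely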
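material = AH1F fibroblast monolayer depositing Alexa488-labelled fibronectin into matrix | amount = 10000 AH1F cells/well | buffer or medium = DMEM plus 2% serum, read in PBS | incubation = 1 h cell adhesion before compound, then overnight fibronectin incubation | detection = fluorescence at 485 nm excitation, 525 nm emission | evaluation = percent inhibition as loss of matrix-bound fibronectin fluorescence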
CASP6 VEID inh = blocks human caspase-6 cleavage activity; 350,000 compounds, 0.53% hits; inhibition, % at 12.5 µM; AID 686996; purified caspase-6, Z-VEID-R110 cleavage fluorescence;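 active means mean inhibition across replicates at least about 35%, with every replicate also reaching that limit, limit read from the data; inconclusive means only one of the two criteria met; inactive means neither criterion met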;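 further: 0% = median of neutral control wells and 100% = no fluorescence left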
Target sequence (P55212 24-179 limits assumed): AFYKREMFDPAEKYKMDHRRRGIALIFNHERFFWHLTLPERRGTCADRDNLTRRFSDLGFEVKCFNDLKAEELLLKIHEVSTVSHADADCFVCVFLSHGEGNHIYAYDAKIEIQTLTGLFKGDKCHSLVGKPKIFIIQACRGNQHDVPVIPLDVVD
Target sequence (P55212 194-293 limits assumed): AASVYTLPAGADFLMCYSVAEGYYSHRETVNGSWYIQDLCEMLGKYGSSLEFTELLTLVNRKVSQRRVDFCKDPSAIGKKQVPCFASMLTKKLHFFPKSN
SIRT5 block = sirtuin-5 (human) deacylase inhibition; Q9NXA8; Purified SirT5, succinyl-peptide AMC, trypsin-coupled fluorescence; inhibition, % at 15 µM; 330,000 compounds, 1.1% hits; AID 652115; in the data active means inhibition above about 15%; inconclusive means no clear call, values can overlap the other calls
Target sequence (Q9NXA8 whole entry, looked up): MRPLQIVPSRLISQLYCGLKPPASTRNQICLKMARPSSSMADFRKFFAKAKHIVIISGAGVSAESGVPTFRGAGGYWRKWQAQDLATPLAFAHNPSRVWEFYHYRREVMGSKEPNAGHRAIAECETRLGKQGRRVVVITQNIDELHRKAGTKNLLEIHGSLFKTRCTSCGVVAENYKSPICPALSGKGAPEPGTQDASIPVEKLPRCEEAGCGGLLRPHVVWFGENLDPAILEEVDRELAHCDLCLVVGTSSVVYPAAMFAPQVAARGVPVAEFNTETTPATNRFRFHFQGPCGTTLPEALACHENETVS
* marks the source's active call; other numbers are inactive results; ? = inconclusive; / = not tested or not shown; & = joins results of further samples. A portion of the library; the hit share may differ from the screen's.

SMILES	S100A4 inh HTS	C2C12 statin	esBAF inh	LGR2 inh	FN deposition inh	CASP6 VEID inh	SIRT5 block
Cc1[nH]c2ccccc2c1C(=O)C(=O)NC1CC(=O)N(c2ccc(F)cc2)C1 (stereo not given)	-2	1	0	-5	1	3	-4
CC(=O)n1cc([C@H]2C=C(C(=O)NCc3ccccc3)O[C@@H](OCCCCO)C2)c2ccccc21	-4&3	10	7	4	4	3&0	4&2
COc1ccc(C(C(=O)NC(C)(C)C)N(C(=O)CNC(=O)c2cccs2)c2ccc(C(C)C)cc2)cc1OC (stereo not given)	-1	8	3	4	/	6	1
CCc1ccc(CN(C)Cc2nc(Cc3ccccc3)no2)nc1	-4	4	8	-6	-5	2	-2
Cc1cccc(NC(=O)CN2C(=O)NC(C)(c3ccc4ccccc4c3)C2=O)n1 (stereo not given)	0	-3	0	-5	15	2	0
O=C(c1ccc(F)cc1)N1CCN(c2ccc(N3CCOCC3)nn2)CC1	1	2	-3	3	0	7	/
COc1ccc(NC(=O)Cn2nnc3sc4c(c3c2=O)CC(C)(C)OC4)cc1	-3	/	/	10	0	0	-2
COC(=O)c1ccsc1NC(=O)c1ccco1	12	12	-5	-8	/	0	-2
CCCN(CC(=O)Nc1ccccc1C)C(=O)c1ccc(COc2ccccc2)cc1	1	8	11	2	1	5	-1
Cc1c(C)n(Cc2ccccc2)c2ncnc(NN)c12	-3	2	14	0	5	0	-4
CO[C@@H]1CN(C)C(=O)c2ccc(NC(=O)NC(C)C)cc2OC[C@@H](C)N(C(=O)CN(C)C)C[C@@H]1C	5	10	0	2	-5	4	-5
COC(=O)C1=C(C(=O)OC)[C@@H]2N(C)c3ccc(OC)cc3[C@@]23C[C@@H](C(=O)OC)N(C(=O)NCCBr)C3=N1	-4	/	/	-6	-5	-2	/
CC1=C(C(=O)N2CCOCC2)CC(CC(=O)NC(c2ccccc2)c2ccccc2)C(=O)N1Cc1ccc(C(C)(C)C)cc1 (stereo not given)	0	-12	7	10	-1	-2	0
Cc1ccccc1C(=O)c1cccn1CC(=O)NC1CCCC(C)C1C (stereo not given)	-12	11	-3	-3	0	6	-3
COc1ccc(S(=O)(=O)N2CCC(C)CC2)cc1OC	33	-3	-4	3	-3	-2	-3

Results in C2C12 statin and FN deposition inh, for some of the entries so far:
Compound	C2C12 statin	FN deposition inh
Cc1c(C)n(Cc2ccccc2)c2ncnc(NN)c12	2	5
CCCN(CC(=O)Nc1ccccc1C)C(=O)c1ccc(COc2ccccc2)cc1	8	1

Sorted by molar mass (ascending): 13 of the compounds above
SMILES	S100A4 inh HTS	C2C12 statin	esBAF inh	LGR2 inh	FN deposition inh	CASP6 VEID inh	SIRT5 block
COC(=O)c1ccsc1NC(=O)c1ccco1	12	12	-5	-8	/	0	-2
Cc1c(C)n(Cc2ccccc2)c2ncnc(NN)c12	-3	2	14	0	5	0	-4
COc1ccc(S(=O)(=O)N2CCC(C)CC2)cc1OC	33	-3	-4	3	-3	-2	-3
CCc1ccc(CN(C)Cc2nc(Cc3ccccc3)no2)nc1	-4	4	8	-6	-5	2	-2
Cc1ccccc1C(=O)c1cccn1CC(=O)NC1CCCC(C)C1C (stereo not given)	-12	11	-3	-3	0	6	-3
Cc1[nH]c2ccccc2c1C(=O)C(=O)NC1CC(=O)N(c2ccc(F)cc2)C1 (stereo not given)	-2	1	0	-5	1	3	-4
COc1ccc(NC(=O)Cn2nnc3sc4c(c3c2=O)CC(C)(C)OC4)cc1	-3	/	/	10	0	0	-2
CCCN(CC(=O)Nc1ccccc1C)C(=O)c1ccc(COc2ccccc2)cc1	1	8	11	2	1	5	-1
CC(=O)n1cc([C@H]2C=C(C(=O)NCc3ccccc3)O[C@@H](OCCCCO)C2)c2ccccc21	-4&3	10	7	4	4	3&0	4&2
CO[C@@H]1CN(C)C(=O)c2ccc(NC(=O)NC(C)C)cc2OC[C@@H](C)N(C(=O)CN(C)C)C[C@@H]1C	5	10	0	2	-5	4	-5
COc1ccc(C(C(=O)NC(C)(C)C)N(C(=O)CNC(=O)c2cccs2)c2ccc(C(C)C)cc2)cc1OC (stereo not given)	-1	8	3	4	/	6	1
COC(=O)C1=C(C(=O)OC)[C@@H]2N(C)c3ccc(OC)cc3[C@@]23C[C@@H](C(=O)OC)N(C(=O)NCCBr)C3=N1	-4	/	/	-6	-5	-2	/
CC1=C(C(=O)N2CCOCC2)CC(CC(=O)NC(c2ccccc2)c2ccccc2)C(=O)N1Cc1ccc(C(C)(C)C)cc1 (stereo not given)	0	-12	7	10	-1	-2	0

Next records follow.
SMILES	S100A4 inh HTS	C2C12 statin	esBAF inh	LGR2 inh	FN deposition inh	CASP6 VEID inh	SIRT5 block
Cc1cc(CNC(=O)CC2C(=O)NCCN2Cc2ccccc2C(F)(F)F)on1 (stereo not given)	10	/	/	6	/	2	29*
CCOc1ccc(-c2nc(-c3cccs3)c(CC(=O)O)s2)cc1OC	4	-1	10	-12	1	0	-4
O=C(CNC(=O)c1ccccc1)NCC(=O)OCC(=O)c1ccccc1Cl	0	4	-2	-3	1	0	-1
COc1ccc2c(c1OC)OCC2C (stereo not given)	-4	2	-8	-9	/	2	/
COc1cc(/C=N/N=C2/NC(=O)C(Cc3ccccc3)S2)ccc1O (stereo not given)	0	6	14	-3	/	-2	0
Cc1nn(C(=O)c2c([N+](=O)[O-])cnn2C)c(C)c1Cl	/	-6	13	/	2	/	/
COc1ccc2c3c([nH]c2c1)[C@@H](CO)N(C(=O)c1ccccc1)CC31CN(C(=O)Nc2cccc(F)c2)C1	-6	/	/	-9	/	2	-2
COc1ccccc1NC(=O)N1CCN(c2ccc(F)cc2)CC1	/	2	-6	/	-6	/	/
C=CCOC(=O)C1=C(C)NC(=O)NC1c1cc(Cl)cc(Cl)c1OC (stereo not given)	2	31	1	5	-1	-4	1
CCOC(=O)C1=C(C)N=C2SC(C(=O)OC)=CC(=O)N2C1c1ccc(OC)cc1 (stereo not given)	-4	-2	-3	-9	/	2	-2
CCCOc1ccc(OCCOCCNCc2ccccc2)cc1	0	-3	-3	5	2	1	-3
CCCCNC(=O)C1CCN(S(=O)(=O)c2ccc3c(c2)CC(C)N3C(=O)C2CC2)CC1 (stereo not given)	1	2	-4	-24	2	-1	/
Cc1ccc(N2C(=O)N(CC(=O)N3CCc4ccccc43)C(=O)C2C)cc1 (stereo not given)	-5	-2	12	13	-1	-2	0
Cc1ccc(S(=O)(=O)NN2CCCCCC2)cc1	-3	10	-9	/	-9	-4	/
Cc1ccccc1-c1cnc2c(c1)C(=O)N([C@@H](C)CO)C[C@@H](C)[C@@H](CN(C)Cc1cccnc1)O2	-18	-8	-2	0	/	2	3
CC(C)(C)[S@@](=O)N1Cc2cc(C(=O)N[C@@H]3CCN(Cc4ccccc4)C3)nc(-c3cccc(-c4cccnc4)c3)c2[C@H]1CCO	5	-13	3	12	19	1	-2
CCNC(=O)C[C@@H]1CC[C@H]2[C@H](COc3ccc(NC(=O)NC(C)C)cc3C(=O)N2C)O1	-31	2	-2	4	-3	-1	-3
CCn1c(SCC(=O)NCC2CCCO2)nnc1-c1ccc(Cl)cc1 (stereo not given)	-1	-8	1	/	5	0	1
COc1cccc(C(=O)O/N=C(\N)CS(=O)(=O)c2ccccc2)c1	0	-2	25	-6	-2	-2	0
CCCOc1ccc(C(=O)O/N=C(\CC)c2ccc(C)cc2)cc1	/	5	1	-14	-8	/	/
COC(=O)N1CCN(c2ccc(Cl)c(Cl)c2)CC1	0	/	/	-3	/	-2	-5
CO[C@H]1CN(C)C(=O)c2ccc(NC(=O)C3CCOCC3)cc2OC[C@H](C)N(C)C[C@@H]1C	-8	/	/	-3	-5	-3	3
CC(C)CC#Cc1cnc2c(c1)C(=O)N([C@H](C)CO)C[C@@H](C)[C@@H](CN(C)C(=O)Nc1cc(F)ccc1F)O2	-4	6	9	0	/	1	0
COc1ccc(Cl)cc1C(=O)NNC(=O)COC(=O)CC(NC(C)=O)c1ccccc1 (stereo not given)	-6	/	/	-9	20	0	1
O=C(C[C@@H]1CC[C@@H](NC(=O)C2CCOCC2)[C@H](CO)O1)Nc1ccccc1	0	/	/	13	/	2	1
COc1cccc(CNC(=O)C2CCC(CNc3c(N4CCC(C)CC4)c(=O)c3=O)CC2)c1 (stereo not given)	3	22	-3	-5	-1	1	-2
Cc1cccc(NC(=O)COC(=O)CSc2ccccc2)c1C	2	-2	-10	-7	-30	4	2
CC(O)c1cccc(-c2ccc(CN3C[C@]4(CO)O[C@@H](CO)C[C@@H]4S3(=O)=O)cc2)c1 (stereo not given in full)	-4	-13	1	-2	9	-2	1
COc1ccc(C#Cc2cnc3c(c2)C(=O)N([C@H](C)CO)C[C@@H](C)[C@H](CN(C)CC2CCOCC2)O3)cc1	7	-29	-4	9	-4	-1	-3
O=C(CCN1C(=O)c2ccccc2C1=O)Nc1ccc2c(c1)OCCO2	8	6	1	-12	/	-1	-7
COc1ccc(N2CC(C(=O)NCc3n[nH]c(=O)c4ccccc34)CC2=O)cc1 (stereo not given)	0	-22	/	6	4	1	-1
Nc1[nH]c(C(=O)c2ccccc2)c(-c2ccc(Cl)cc2)c1C(=O)NCc1ccco1	-17	/	/	-22	5	6	-3
CC(C)(C)NC(=O)NC(=O)CN1CCC(Cc2ccccc2)CC1	-2	/	/	15	1	0	-3
CC(C)(C)SCCSC1=CC(=O)CC(c2ccccc2)C1 (stereo not given)	-7	-5	25	-45	-1	0	-3
O=C(CN(Cc1ccccc1Cl)C(=O)c1csnn1)NCCc1ccccc1	-2	3	-4	3	0	-2	0
O=C(c1c[nH]c(C(=O)C(Cl)(Cl)Cl)c1)c1c(F)cccc1F	5	-3	-1	1	-13	12	-1
COc1ccc(NS(=O)(=O)c2cc(C(=O)N3CCN(C/C=C/c4ccccc4)CC3)ccc2C)cc1	-7	8	19	-3	/	-108	2
NC(=O)c1ccc(NC(=O)CSC(=O)c2ccccc2)cc1	3	13	0	16	0	2	-4
COc1ccc(NS(=O)(=O)c2cc(NC(=O)c3cccs3)ccc2N2CCCC2)cc1	-4	/	/	-1	4	-1	-1
COc1cccc(-c2cn(CC[C@@H]3CC[C@@H](NC(C)=O)[C@@H](CO)O3)nn2)c1	-6	-4	-4	0	/	-3	-8
Cc1cccc(C)c1N1CCN(C(c2ccnc3ccccc23)c2nnnn2-c2ccc3c(c2)OCCO3)CC1 (stereo not given)	1	/	/	10	5	0	4
Cc1ccc(F)c(NC(=O)CCc2ccccc2)c1	/	-9	?	/	-9	/	/
Cc1ccc(S(=O)(=O)Nc2ccc3c(c2)CC(=O)N([C@H](C)CO)C[C@H](C)[C@H](CN(C)S(C)(=O)=O)O3)cc1	-3	2	0	-11	4	-2	2
C[C@@H]1CN([C@H](C)CO)S(=O)(=O)c2ccc(C3=CCCC3)cc2O[C@@H]1CN(C)C(=O)C1CC1	/	-31	/	2	-5	/	/
CN(C)C(=O)c1ccc(-c2ccc(C3[C@H]4CNC[C@@H]3N4C(=O)Nc3ccccc3F)cc2)cc1 (stereo not given in full)	-45	/	/	-10	7	1	6
CC(NC(=O)c1ccc(OC2CCN(Cc3ccccn3)CC2)cc1)c1ccccc1 (stereo not given)	-8	/	0	7	-13	1	2
CCCc1cc(=O)[nH]c(SCC(=O)c2c(N)n(C3CC3)c(=O)[nH]c2=O)n1	-16	-1	-2	-8	-4	1	-5
Cc1cccc(OCC(=O)NNC(=O)C2CCCCC2C(=O)O)c1 (stereo not given)	1	5	-6	17	0	0	37*
Cc1cc(C)c(NC(=O)CNC(=O)COC(=O)C2=COCCO2)c(C)c1	20	/	/	11	-14	-2	-2
